# hERG rescue – hERG (human) protection from proarrhythmic block; Q12809; CHO-hERG, FluxOR thallium flux, dofetilide IC70 present; activation (rescue from dofetilide block), less the hit threshold, % at 10 µM; actives 0.51% (n = 310,000); AID 1511;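 active = activation above the mean of controls blocked by dofetilide plus 5 SD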;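 note: thallium influx through hERG after potassium depolarization seen as dye fluorescence rise; in these data hits start at about 4.7%; inactives centre near -7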
# HDAC3 inh – human HDAC3 inhibition. O15379. recombinant HDAC3, fluorogenic peptide/trypsin coupled, fluorescence. inhibition, % at 8.3 µM. actives 0.15% (n = 320,000); in the data active = inhibition above about 26%, passing the limit was not always enough
# KCNK9 block – blocks the human KCNK9 two-pore domain potassium channel; Q9NPC2; HEK293 KCNK9, FluxOR thallium flux fluorescence; active compounds read low; B-score at 10 µM; actives 1.2% (n = 310,000); AID 488922;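 active = ratio B-score over 3 SD below the library mean, with starting fluorescence within 5 SD of its mean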;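 note: negative B-score means less thallium flux so channel inhibition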
# Target sequence (Q9NPC2 whole entry, looked up, the tested form may be a part): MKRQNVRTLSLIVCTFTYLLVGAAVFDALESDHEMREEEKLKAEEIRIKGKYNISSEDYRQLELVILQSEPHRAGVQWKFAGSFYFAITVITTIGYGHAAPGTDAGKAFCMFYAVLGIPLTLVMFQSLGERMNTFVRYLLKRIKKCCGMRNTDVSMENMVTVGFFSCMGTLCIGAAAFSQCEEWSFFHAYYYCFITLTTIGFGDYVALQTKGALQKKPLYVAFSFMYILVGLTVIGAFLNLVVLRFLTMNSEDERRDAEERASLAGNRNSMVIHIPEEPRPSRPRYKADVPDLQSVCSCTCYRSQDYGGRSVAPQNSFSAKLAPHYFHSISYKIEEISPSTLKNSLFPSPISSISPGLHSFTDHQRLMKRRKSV
# KCNQ1 inh – human KCNQ1 channel inhibition | P51787 | CHO-K1 KCNQ1, FluxOR thallium flux fluorescence; active compounds read high | B-score at 10 µM | actives 1.3% (n = 310,000) | AID 2642;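 active = compounds whose thallium flux B-score, printed positive for inhibition, exceeds three library SD while starting fluorescence stays within three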;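 note: channel opened by potassium depolarization with thallium stimulus after 20 min compound exposure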
# Target sequence (P51787 whole entry, looked up): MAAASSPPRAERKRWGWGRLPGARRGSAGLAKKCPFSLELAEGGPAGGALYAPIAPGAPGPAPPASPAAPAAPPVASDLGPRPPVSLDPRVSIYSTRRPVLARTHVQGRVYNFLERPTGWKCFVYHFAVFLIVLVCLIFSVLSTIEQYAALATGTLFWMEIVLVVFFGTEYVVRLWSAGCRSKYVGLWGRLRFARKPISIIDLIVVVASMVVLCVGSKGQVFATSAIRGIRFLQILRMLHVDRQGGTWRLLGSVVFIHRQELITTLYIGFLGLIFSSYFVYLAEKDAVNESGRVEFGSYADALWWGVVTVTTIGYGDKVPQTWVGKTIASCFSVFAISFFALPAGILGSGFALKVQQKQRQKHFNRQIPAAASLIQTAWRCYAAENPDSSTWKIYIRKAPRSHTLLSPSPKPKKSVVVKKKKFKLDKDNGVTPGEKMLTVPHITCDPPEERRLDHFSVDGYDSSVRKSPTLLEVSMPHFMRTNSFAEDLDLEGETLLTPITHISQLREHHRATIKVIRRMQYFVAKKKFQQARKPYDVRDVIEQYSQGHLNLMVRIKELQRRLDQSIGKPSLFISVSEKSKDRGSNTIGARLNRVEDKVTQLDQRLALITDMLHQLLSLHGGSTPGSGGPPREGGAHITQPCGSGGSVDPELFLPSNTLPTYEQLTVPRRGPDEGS
# DYRK1A inh – Dyrk1A (rat) kinase inhibition; AID 504441; ADP-Glo luminescence, NFATc1 peptide; actives 0.43% (n = 310,000); inhibition, % at 12.5 µM; in the data active = inhibition above about 50%;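 note: plate controls were vehicle with enzyme for no effect and no enzyme for full effect; many of its hits are not listed in these tables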
# GSK3B inh – human GSK3beta kinase inhibition; P49841; AID 2097; actives 0.038% (n = 300,000); activity score (negative = inhibition), % at 10 µM; GST-GSK3beta kinase, ADP-Glo luminescence, 60 min; active compounds read low;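 active = more than half of replicate wells score below -50%, meaning over 50% inhibition versus plate controls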;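 note: 0% = median DMSO wells and -100% = median GW8510 positive control wells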
#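 Assay system: GST-fused GSK3beta enzyme, cell-free / Medium: Tris pH 7.5 buffer with MgCl2, DTT, BSA, heparin / Also added: peptide substrate plus 25 µM ATP (final) / Compound: 10 µM single point / Timing: kinase reaction with compound 60 min at room temperature / Detection: ADP-Glo luminescence / Benchmarks: DMSO neutral wells and GW8510 at 20 µM as positive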
# KCNK3 block – human KCNK3 channel inhibition, primary screen | actives 0.84% (n = 340,000) | CHO-KCNK3 thallium flux, FluxOR fluorescence; active compounds read low | B-score at 10 µM;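 active = B-score under library mean minus 4 SD, starting fluorescence ratio at most library mean plus 5 SD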;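 note: more negative B-score means stronger inhibition of thallium flux through KCNK3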
# PolyA inh – inhibitors of polyadenylation in S. cerevisiae; S. cerevisiae SKY197-pL101 polyadenylation reporter, beta-gal luminescence; efflux-impaired pdr1/pdr3 knockout yeast; score 100 = 6 SD above DMSO; calls only at 12 µM; actives 0.02% (n = 300,000);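 active = lowest replicate activity score at least 50, where 100 means six control SD above control mean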;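 note: yeast exposed to compound for 9 h at 30 °C; higher score means more reporter readthrough which indicates perturbed polyadenylation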
# KCNQ1 act – potentiators or activators of human KCNQ1 potassium channel; AID 2648; CHO-K1 KCNQ1, thallium flux FluxOR fluorescence; active compounds read high; B-score at 10 µM; actives 0.35% (n = 310,000); P51787;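 active = fluorescence ratio B-score, a plate-corrected score, at least three library SD, with initial intensity B-score within 5 SD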
#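 assay system = CHO-K1 cells stably expressing KCNQ1 | medium = assay buffer, equal DMSO in all wells | timing = 37 °C overnight plating, 90-min dark dye load, 20-min compound pretreatment | measured by = kinetic FluxOR thallium fluorescence, 10-s 1-Hz baseline, 110-s post-stimulus read | measure = fluorescence change relative to baseline, converted to B score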
# GSK3 alpha inh – human GSK-3 alpha kinase inhibition; ADP-Glo luminescence, 60 min; inhibition, % at 10 µM; actives 0.1% (n = 320,000); P49840;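 in the data active = inhibition above about 50%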;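 note: GST-tagged GSK-3 alpha with peptide substrate and 25 µM ATP; 0% = DMSO neutral wells and 100% = GW8510 positive control wells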
# RGS4 pot – RGS4 potentiation or activation | HEK293 M3R/inducible RGS4, carbachol calcium flux Fluo4; active compounds read low | B-score at 10 µM | actives 0.92% (n = 310,000) | AID 463111;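 active = B-score of the integrated calcium signal more than 4 SD below the library mean, with starting fluorescence not abnormally high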;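 note: negative B-score means reduced calcium response which marks RGS4 activation or potentiation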
#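 Material: M3R-expressing HEK293 line, RGS4 induced by doxycycline | Schedule: Overnight RGS4 induction, 30 min dye load 37 °C, 20 min compound RT | Measured by: Fluo4 fluorescence kinetic imaging of calcium | Read-out: Integrated calcium ratio converted to B score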
# Starred values were filed as active, the others as inactive; i = inactive; . = no result given. The list is partial; count on the stated rates, not on these rows.
Structure | GSK3B inh | KCNK9 block | KCNQ1 act | KCNK3 block | KCNQ1 inh | hERG rescue | RGS4 pot | DYRK1A inh | PolyA inh | HDAC3 inh | GSK3 alpha inh
CCSc1nnc(NC(=O)C2Cc3ccccc3CN2S(=O)(=O)CC)s1 (configuration not stated) | 1 | i | i | i | i | -4 | i | -3 | i | -2 | 3
CSCC[C@H](NC(=O)CCCn1nnc2ccccc2c1=O)C(=O)O | -2 | i | i | i | i | -6 | i | 1 | i | 2 | .
O=C(O)c1ccc(/C=C/c2ccc3cccc(O)c3n2)cc1 | -2 | i | i | i | i | -10 | i | -4 | i | . | .
CC(C)N1CCN(Cc2ccc(OC3CCCC3)cc2)CC1CCO (configuration not stated) | 4 | i | i | i | i | -7 | i | -4 | i | 1 | 1
CC(=O)Nc1nc(CC(C)C)cc(-c2ccco2)c1C#N | -1 | i | i | i | i | -1 | i | 8 | i | -13 | 0
O=C(NNc1ccccc1C(F)(F)F)c1cccs1 | -14 | i | i | i | i | -5 | i | . | i | -3 | 3
O=C(O)c1cc2ccc3ccccc3c2[nH]1 | 1 | i | i | i | i | 0 | i | 25 | i | 2 | -4
Fc1cccc2sc(Nc3nnc(-c4ccccc4)o3)nc12 | 3 | i | 66* | i | i | 51* | i | 4 | i | -8 | 0
CCC(C)c1ccccc1OCCOCCN1CCCC1 (configuration not stated) | 0 | i | i | i | i | -1 | i | . | i | -2 | -4
O=C(C1CCCN(Cc2nc(-c3cccs3)no2)C1)N1CCOCC1 (configuration not stated) | 1 | i | i | i | i | -6 | i | -1 | i | -1 | 1
O=[N+]([O-])c1cccc(CN2CCC(Cc3ccccc3)CC2)c1 | 1 | i | i | i | i | -11 | i | . | i | -2 | -5
CC(C)OCCCn1c(SC(C)C(=O)NCC2CCCO2)nc2cc(Cl)ccc2c1=O (configuration not stated) | -1 | i | i | i | i | -15 | i | -8 | i | 1 | -1
Nc1nc(NCCCN2CCOCC2)nc(Nc2ccccc2)c1[N+](=O)[O-] | -73* | i | i | i | i | -4 | i | 67* | i | 4 | 91*
CC(=O)c1ccc(N2CCN(C(=O)C3CCCN(S(=O)(=O)c4c(C)[nH]c(=O)[nH]c4=O)C3)CC2)cc1 (configuration not stated) | -2 | i | i | i | i | -5 | i | 0 | i | -1 | -1
O=C(CCCOc1ccccc1)Nc1nc2ccccc2[nH]1 | 4 | i | i | i | i | -8 | i | -1 | i | 10 | 1
c1ccc(-c2nnc(N3CCCC3)nc2-c2ccccc2)cc1 | 4 | i | i | i | i | -11 | i | -2 | i | . | .
O=C(Nc1ccc(F)cc1)Nc1cccnc1 | -2 | i | i | i | i | -9 | i | 5 | i | -1 | -1
CCO[C@@H]1OC(C(=O)NC2CC2)=C[C@H](c2ccc3c(c2)OCO3)[C@H]1CCCO | 3 | i | i | i | i | -2 | i | 3 | i | 6 | 3
O=S(=O)(Nc1cccnc1)c1ccc(Cl)cc1 | 1 | i | i | i | i | 3 | i | 5 | i | -12 | 0
O=C(O)C1CCN(S(=O)(=O)c2cccnc2)CC1 | -2 | i | i | i | i | -1 | i | 0 | i | 2 | -1

# (listing goes on)
Structure | GSK3B inh | KCNK9 block | KCNQ1 act | KCNK3 block | KCNQ1 inh | hERG rescue | RGS4 pot | DYRK1A inh | PolyA inh | HDAC3 inh | GSK3 alpha inh
CC1(Br)C2CCCC1C2S(=O)(=O)c1ccccc1 (configuration not stated) | -1 | i | i | i | i | -2 | i | -2 | i | 1 | -2
O=C(O)c1[nH]c2ccccc2c1C=NCc1ccccc1Cl | -4 | i | i | i | i | -6 | i | 6 | i | . | -1
Cn1c2ccccc2c2c(C(=O)NCc3ccco3)cn(C3CCCCC3)c(=O)c21 | 3 | i | i | i | i | -11 | i | 0 | i | -9 | -1
COc1cccc(-c2cc(C(=O)Nn3cnnc3)c3ccccc3n2)c1 | 4 | i | i | i | i | 1 | i | 6 | i | 6 | -1
CC1(C)SC(=S)N(/N=C/c2cccnc2)C1N(O)C(=O)NC1CCCCC1 (configuration not stated) | 1 | i | i | i | i | 3 | i | 0 | i | 4 | -2
CCC1ON(c2ccccc2)C2c3nc4ccccc4n3CC12 (configuration not stated) | 4 | i | i | i | i | -4 | i | 4 | i | -8 | 0
Nc1ccc(NS(=O)(=O)c2ccccc2)cc1 | -2 | i | i | i | i | -6 | i | 2 | i | . | -2
CCc1nc(SCC(=O)Nc2ccccc2C)n[nH]1 | -2 | i | i | i | i | -12 | i | 0 | i | -1 | -2
Cc1occc1C(=O)NNC(=O)NC12CC3CC(CC(C3)C1)C2 | -3 | i | i | i | i | -5 | i | -2 | i | -2 | 1
COc1ccc(CNC(=O)CCS(=O)(=O)c2cc3c(cc2Cl)NC(=O)CO3)cc1 | 0 | i | i | i | i | -9 | i | 6 | i | -6 | 0
Cc1nc(C)c(C(=O)NNC(=O)c2ccc(Br)cc2)s1 | 2 | i | i | i | i | 0 | i | 2 | i | -7 | -3
Cc1nn(CC(=O)NCc2ccc(-n3cccn3)cc2)c(C)c1[N+](=O)[O-] | 3 | i | i | i | i | -2 | i | -7 | . | -5 | -2
COc1ccccc1N1CCC(N2CCN(CC(C)(C)C)C(CCO)C2)CC1 (configuration not stated) | -1 | i | i | i | i | 2 | i | -2 | i | -4 | -1
COc1ccc(-c2nnn(CC(=O)N(CC(=O)NCCC(C)C)Cc3cccs3)n2)cc1OC | 0 | i | i | i | i | -13 | i | -2 | i | -6 | -3
CC1(OC(=O)c2cnc3ccccc3n2)C(=O)C=C2C=C(c3ccc(C#N)cc3)OC=C2C1=O (configuration not stated) | -1 | i | i | . | i | -10 | i | . | . | 4 | -2
CCN(CC)S(=O)(=O)c1ccc(OC(C)C)c(NC(=O)c2c3c(nc4ccccc24)CCN(Cc2ccccc2)C3)c1 | 0 | i | i | i | i | -11 | i | 7 | i | 2 | 0
CC1(C)C(=O)Nc2ccccc2N1C(=O)COC(=O)c1ccc(Cl)c(S(=O)(=O)NCc2ccccc2)c1 | -4 | i | i | i | i | -11 | i | -5 | i | 7 | 4
C#CCn1c(=NC(=O)c2cccs2)sc2cccc(OC)c21 | -1 | i | i | i | i | -7 | i | 6 | i | 10 | 3
Cc1ccc(Cl)cc1NC(=S)N(Cc1cccs1)C1CCCC1 | 2 | i | i | i | i | 0 | i | . | i | 2 | 0
Cc1cc(C)n(CC(O)CN(c2cccc([N+](=O)[O-])c2)S(=O)(=O)c2ccccc2)n1 (configuration not stated) | -4 | i | i | i | i | -5 | i | -1 | i | -4 | -3

# (list continues)
Structure | GSK3B inh | KCNK9 block | KCNQ1 act | KCNK3 block | KCNQ1 inh | hERG rescue | RGS4 pot | DYRK1A inh | PolyA inh | HDAC3 inh | GSK3 alpha inh
O=C(Cc1ccc(Cl)cc1)NCCc1ccc(F)cc1 | -8 | i | i | i | i | -5 | i | . | i | -1 | 2
Cc1c(NC(=O)C(C)OC(=O)CC2Sc3ccccc3NC2=O)c(=O)n(-c2ccccc2)n1C (configuration not stated) | -1 | i | i | i | i | -4 | i | 4 | i | -1 | -1
COc1ccc(N2CCN(C(=O)c3cccc(F)c3)CC2)c([N+](=O)[O-])c1 | -1 | i | i | i | i | -13 | i | -4 | i | 3 | -1
O=C1OCCC1Sc1nc2ccccc2[nH]1 (configuration not stated) | -2 | i | i | i | i | -5 | i | 0 | i | 0 | -2
COC(=O)C1C2C=CC3(CN(CC4CCCO4)C(=O)C13)O2 (configuration not stated) | 1 | i | i | i | i | -5 | i | 3 | i | 0 | -2
Cc1ccc(-c2cc(C(=O)N/N=C/c3ccoc3)c3ccccc3n2)cc1 | -4 | i | i | i | i | -18 | i | 2 | . | 5 | .
COc1ccc2nc(Cl)c(C#N)cc2c1 | -2 | i | i | i | i | 1 | i | 7 | i | -4 | -1
Cc1cc(C)nc(NCCC(=O)O)n1 | -2 | i | i | i | i | -3 | i | 6 | i | -3 | 0
CC(C)Oc1nc(-c2ccccc2Cl)nc2ccccc12 | 1 | i | i | i | i | -11 | i | -1 | i | -5 | 1
NC(=O)c1cc2c3ccccc3ccn2c1-c1ccccc1 | 0 | i | i | i | i | -8 | i | 2 | i | -5 | -4
NC1=NC(=Nc2ccc(Br)cc2)c2ccccc21 | 1 | i | i | i | i | -3 | i | 8 | i | 7 | -2
COCCNC(=S)N/N=C(\C)c1ccc(OC(F)F)cc1 | 4 | i | i | i | i | -7 | i | 16 | i | 2 | -4
Cc1cc(NCCCN2CCOCC2)n2ncc(-c3ccccc3)c2n1 | -1 | i | i | i | i | -9 | i | 25 | i | 0 | 1
CC(C)(C)C(=O)COC(=O)c1ccc(N)c([N+](=O)[O-])c1 | 4 | i | i | i | i | -3 | i | -2 | i | 2 | 0
COc1ccc(NC(=O)C2CCN(S(=O)(=O)c3ccc(OC)c(OC)c3)CC2)cc1 | 1 | i | i | i | i | -2 | i | 1 | i | -8 | 5
CCOC(=O)N1CCN(C(=O)C(C)(C)Oc2ccc(Cl)cc2)CC1 | 4 | i | i | i | i | -15 | i | 16 | i | 12 | .
COc1cc(/C=N/NC(=O)c2ccoc2C)cc(OC)c1O | 0 | i | i | i | i | -2 | i | 1 | i | 7 | 1
O=C(NCCCC1CCCC1)C1CCC(=O)N(Cc2ccc(Cl)cc2)C1 (configuration not stated) | -2 | i | i | i | i | -11 | i | -4 | i | -1 | -2
